Assay outcomes deposited in PubChem by National Center for Advancing Translational Sciences (NCATS).
p53ts 32C kill = qHTS Screen for Compounds that Selectively Target Cancer Cells with p53 Mutations: Cytotoxicity of p53ts Cells at the Permissive Temperature. 130,000 compounds, 0.93% hits. Potency, µM (series often up to 46.1 µM), for the others: at the top dose activity change, negative = cytotoxicity, actives largely listed as cytotoxic. AID 924, 2007. H1299-p53A138V at 32C, ATP luminescence viability, 24 h;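 further: 0% = DMSO and -100% = full killing by reference compound; nearly all actives have a fitted effect of over 55% in size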
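ATP-content luminescence (ATPlite) read-out after 24 h compound exposure at 32C in H1299-p53A138V cells (600/well). Tested up to 46 uM. Normalized to DMSO (0%) and 100 uM tamoxifen (100% killing); Hill-fit AC50.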
IkB signaling = IkB Signaling | ABC-DLBCL IkBa-CBG/CBR dual luciferase ratio, 4 h; response scale: scaled: untreated 0%, proteasome inhibitor 100% | Potency, µM (doses to about 57.1 µM), for inactives: at the top dose IkBa stabilization activation | 110,000 compounds, 0.04% hits; active means well fitted curve in the direction sought with a large enough effect in the signal ratio, not every such curve was filed as active; inconclusive means small, poorly fitted or top-dose-only effect, or a change in a side signal; the % refers to the signal ratio;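 further: the direction sought is a rising ratio; 0% = basal untreated cells and 100% = reference inhibitor full response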
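Luminescence ratio of IκBα-fused green versus native red beetle luciferase in OCI-Ly3 cells, 4 h post-doxycycline with compound; red signal alone, scaled from basal (0%) to zero light (-100%), flagged nonspecific or cytotoxic effects.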
Imprint erasure = qHTS Assay for Compounds that Induce Erasure of Genomic Imprints; mouse ES Peg3-LacZ reporter, beta-gal luminescence, 40 h; Potency, µM (highest dose often 60.7 µM), inactives show at the highest dose activity change, positive = activation, most hits filed as activators; 110,000 compounds, 0.02% hits; AID 1948, 2009;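 further: 0% = negative control wells on the plate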
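Imprint erasure is scored as LacZ activity from the silenced maternal Peg3 allele in feeder-free female ES cells cultured 40 h with LIF. Luminescence is normalized to in-plate negative controls and fitted to the Hill equation.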
p53ts 39C tox = qHTS Screen for Compounds that Selectively Target Cancer Cells with p53 Mutations: Cytotoxicity of p53ts Cells at the Nonpermissive Temperature; 130,000 compounds, 1.5% hits; H1299-p53A138V viability at 39C, ATP luminescence, 24 h; Potency, µM (highest dose often 46.1 µM), without a hit: top-dose activity change, negative = cell killing, usual class: cytotoxic; further: nearly all actives have a fitted effect of over 55% in size
Numbers without * were called inactive; u = inconclusive; x = not tested or not shown; [ ] = dose if it differs, or a comment. Unless noted, the call rests on the fitted dose curve; in most records, active means well fitted curve in the direction sought with a large enough effect; inconclusive means small, poorly fitted or top-dose-only effect, or another doubt; inactive means no such curve, though single readings can be large; an effect the other way counts as inactive or inconclusive. Unless noted, on the % scale 0 is the no-effect control and ±100 the full control effect; potency means the concentration at half of the fitted maximal effect.

SMILES	IkB signaling	Imprint erasure	p53ts 32C kill	p53ts 39C tox
COCCN1C=C(C(=O)OC)C(c2cc3c(cc2Br)OCO3)C(C(=O)OC)=C1	2.8%	-7.2%	14.8%	0.6%
COc1cc(C)ccc1OCCSc1nc2ccc(NC(=O)c3ccc(F)cc3)cc2s1	u	-15.6%[10.9 µM]	-17.6%	-12.2%
COc1ccccc1NC(=O)CSc1nnc(COc2ccc(Cl)cc2)n1Cc1ccco1	u	-27.0%	27.4%	36.2%[activator]
Cc1ccc(NC(=O)CSc2nc3ccc(NC(=O)c4cccs4)cc3s2)cc1	-0.2%	-18.4%[10.9 µM]	-13.2%	-9.4%
COc1ccc(-c2cc(-c3cccs3)nc(OC)c2C#N)cc1OC	x	x	23.6%	12.3%
COc1ccc(-n2nnc3c(SCC(=O)Nc4ccc5c(c4)OCCO5)ncnc32)cc1	x	x	-6.0%	4.3%
Cc1nn(CC(=O)Nc2ccc(C(=O)N3CCCCC3)cc2)c(=O)c2ccccc12	0.5%	11.4%	11.6%	2.4%
O=C(CSc1c[nH]c2ccccc12)N1CCOCC1	-0.7%	-5.5%	-8.0%	5.4%
CCCCc1ccc(NC(=O)COc2cccc3c(=O)n(C)ccc23)cc1	0.3%	-10.6%[10.9 µM]	4.3%	-15.5%
COC(=O)c1cccc(NC(=O)NC2CCCN2S(=O)(=O)c2ccc(Cl)cc2)c1 (configuration not stated)	u	1.0%	9.5%	-2.3%
O=C(c1ccco1)N1CCN(C(=O)C(Cc2ccccc2)NS(=O)(=O)c2cccs2)CC1 (configuration not stated)	3.2%	3.16µM*	6.0%	2.7%
CCOc1ccccc1CNC(=O)CCCn1nc(C)c2sc3ccccc3c2c1=O	u	-18.2%[10.9 µM]	-10.6%	-13.6%
Cc1cccc(Oc2ccc3c(c2)Oc2ccccc2NC3=O)c1	-0.7%	7.7%[10.9 µM]	-2.1%	u
COc1cc2c3c(c1)C1(C(=O)N3C(C)(C)C=C2C)C(C#N)=C(N)Oc2cc(C)oc(=O)c21 (configuration not stated)	-1.0%	-3.7%	2.0%	2.6%
CC1(C)CC(NC(=O)c2ccccc2Cl)CC(C)(C)N1	-0.4%	-7.5%	7.9%	0.4%
Cc1ccc(CN(C(=O)c2ccccc2F)c2ccccn2)o1	u	-8.1%[10.9 µM]	-4.1%	-9.3%
COc1ccc(OC)c(NC(=O)C2CC(=O)N(c3ccccc3)C2)c1 (configuration not stated)	1.8%	-4.1%	20.6%	3.9%
Nc1ccccc1SCc1csc(-c2ccc(Cl)cc2)n1	1.5%[11.4 µM]	-12.4%[10.9 µM]	0.4%[9.22 µM]	-5.7%[9.22 µM]
Cc1cc(C)n2nc(SCc3ncc(-c4ccccc4)o3)nc2n1	-0.2%	-19.8%	-2.2%	-4.0%
CCN1CCc2nc(NC(=O)c3ccc4c(c3)OCCO4)sc2C1	0.6%	-30.1%[inhibitor]	u	u

Some entries already given, showing only IkB signaling.
Compound | IkB signaling
COc1ccccc1NC(=O)CSc1nnc(COc2ccc(Cl)cc2)n1Cc1ccco1 | u
Cc1nn(CC(=O)Nc2ccc(C(=O)N3CCCCC3)cc2)c(=O)c2ccccc12 | 0.5%

Remaining list, next part:
SMILES	IkB signaling	Imprint erasure	p53ts 32C kill	p53ts 39C tox
CC1CC(c2ccccc2)n2nc(NC(=O)CCc3ccccc3)nc2N1 (configuration not stated)	1.3%	-2.8%	9.1%	10.3%
CCN1CCCC1CNC(=O)CCNC(=O)c1cc(OC)c(OC)c(OC)c1 (configuration not stated)	0.0%	-4.2%	-0.5%	13.6%
COc1cc(/C=N/n2cnnc2)ccc1OCC(=O)N1CCOCC1	1.0%	-4.3%	2.8%	-1.1%
COc1ccc2c(c1)c1c(c(=O)n(-c3ccc(F)c(Cl)c3)c(=O)n1Cc1ccccc1F)n2C	0.5%	11.0%[10.9 µM]	4.1%	-11.9%
O=C(CSc1nc2ccccc2n1Cc1ccccc1)N1CCN(c2ccc(F)cc2)CC1	-2.3%	-4.8%[10.9 µM]	-13.4%	u
Cc1nnc2sc(-c3ccc(-c4ccc(Cl)c(C(F)(F)F)c4)o3)nn12	-3.4%	-5.4%	-4.2%	2.3%
CC1=C(C(=O)Nc2cccnc2)C(c2cccc(F)c2)n2nc(SCc3ccccc3)nc2N1 (configuration not stated)	u	-7.0%[10.9 µM]	5.2%	-10.0%
COc1ccc(/C=C/C(=O)Nc2ccc3nc4c(c(Nc5ccc(OC)c(OC)c5)c3c2)CCCC4)cc1	u	-34.8%[inhibitor][10.9 µM]	11.2µM*	10µM*
Cc1ccc(CNC(=O)Cc2c(C)c3c(cc(C)c4c(C)coc43)oc2=O)cc1	-0.9%	4.1%[10.9 µM]	2.2%	-17.8%
O=C(O)[C@H]1CC=CC[C@@H]1C(=O)Nc1cccc(O)c1	0.9%[11.4 µM]	0.8%[10.9 µM]	-2.7%[9.22 µM]	-10.7%[9.22 µM]
CCOc1ccc(-c2nnc(SCC(=O)N3CCOCC3)o2)cc1	0.5%	-14.7%	-19.2%	-28.1%
CCOC(=O)c1cnc(Nc2nc3ccccc3o2)nc1CN1CCN(c2ccccc2)CC1	u	-9.8%	-3.2%	4.2%
COc1ccc(Br)cc1CNC(=O)C1CCC(=O)N1C(C)C (configuration not stated)	-3.3%	2.4%	1.3%	-7.2%
COc1ccc(-c2cc(C(F)(F)F)nc(NCc3ccco3)n2)cc1OC	-0.4%	-29.5%	0.0%	-13.6%
Cn1cccc1Cc1nnc(SCC(=O)NC2CCCC2)n1-c1ccc(F)cc1	0.0%	-19.7%	5.9%	1.9%
COc1ccc(C2C3=C(CCCC3=O)Nc3nc(C(F)(F)F)nn32)c(OC)c1OC (configuration not stated)	-0.4%	-13.1%	11.6%	-19.8%
O=C(NC1CCCCC1)N1CCCCCC1	6.2%	-10.5%	-5.1%	-19.0%
COc1cc(Cl)c(C)cc1NC(=O)[C@@H]1CCCN1C(=O)c1cccs1	x	x	15.0%	9.3%
CC(C)(C)c1ccc(CSC2=Nc3ccccc3C3=NC(CC(=O)NCc4cccs4)C(=O)N23)cc1 (configuration not stated)	0.4%	-10.2%[10.9 µM]	u	u
C=CCc1cccc2cc(C(=O)Nc3ccc(F)cc3)c(=O)oc12	u	-11.8%[10.9 µM]	2.7%	-6.2%
CCOc1ccc(-c2nc3c(c(CC)nn3-c3ccccc3)c3cc(OC)c(OC)cc23)cc1	-0.2%	-6.7%[10.9 µM]	2.5%	-2.7%
CC1(C)C2CCC1(C)C(OC(=O)CSc1nc(N)cc(=O)[nH]1)C2 (configuration not stated)	-0.6%	-12.0%	-8.9%	1.2%
CCCCC(CC)C(=O)NCCCN1CCN(CCCNC(=O)C(CC)CCCC)CC1 (configuration not stated)	-0.1%	-11.0%	-4.0%	5.1%
c1ccc(-c2nnc3n2NC(c2ccc4c(c2)OCO4)S3)cc1 (configuration not stated)	u	-7.6%	9.2%	16.4%
O=C(CSc1nc(-c2ccccc2)nc2c1CCCC2)c1ccc(F)cc1	u	-6.7%[10.9 µM]	1.0%	5.4%
Cn1cnc(S(=O)(=O)N2CCC(C(=O)Nc3ccc(OC(F)(F)F)cc3)CC2)c1	-2.8%	-10.8%[10.9 µM]	-4.1%	1.5%
COc1cc(OC)cc(C(=O)Nc2ccccc2N2CCOCC2)c1	-1.2%	-11.4%	9.2%	-0.6%
CCC(C)(C)n1nnnc1CN(Cc1ccc(Cl)cc1)Cc1ccco1	u	-15.3%	23.7%	-5.6%
Cn1c(SCc2c(F)cccc2Cl)nnc1-c1cnccn1	-1.1%	-26.5%	-1.6%	4.3%
O=C(CCn1c(=O)oc2ccccc21)N(Cc1ccccc1)c1ccccn1	-0.7%	-4.4%	12.8%	2.1%
O=C(c1cc2nc(-c3ccccc3)cc(-c3ccccc3)n2n1)N1CCN(C(=O)c2ccco2)CC1	u	-24.6%	2.2%	10.9%
CC(CSc1nc2ccccc2s1)Cn1c(N2CCCC2)nc2c1c(=O)[nH]c(=O)n2C (configuration not stated)	-0.8%	18.1%	0.3%	1.4%
CCCCC(CC)CN1CN(CC(CC)CCCC)CC(C)(N)C1 (configuration not stated)	x	u	3.0%	-5.9%
O=C(Cn1cccc1C(=O)c1ccccc1)NCc1ccccn1	-0.4%	-7.1%	8.2%	-4.9%
O=C(CCn1c(=S)oc2ccccc21)Nc1ccc2c(c1)OCCO2	-0.8%	-17.5%	-26.1%	-3.4%
COc1ccccc1CNC(=O)c1cnc2sc(N3CCCCCC3)nn2c1=O	-3.9%	-5.6%[10.9 µM]	-2.5%	-13.4%
CCOC(=O)c1oc2ccccc2c1NC(=O)c1cccs1	-0.9%	0.9%	-1.9%	-12.8%
CC(=O)N1CCc2cc(S(=O)(=O)Nc3ccccc3N3CCN(C)CC3)ccc21	-0.1%	-8.6%	-5.4%	12.3%
Cc1cccc(N2CCN(S(=O)(=O)c3cc(C(=O)Nc4ccc(Oc5ccccc5)cc4)ccc3F)CC2C)c1 (configuration not stated)	u	-20.6%[10.9 µM]	-1.2%	-22.7%
CN(C)c1ccc(-c2nc3cnccn3c2Nc2cccc(C(F)(F)F)c2)cc1	-1.0%	7.5%[10.9 µM]	-11.1%	-13.9%
CCOc1ccc(NC(=O)CC2C(=O)N(c3ccccc3)C(=O)N2Cc2cccc(OC)c2)cc1 (configuration not stated)	2.9%	5.7%[10.9 µM]	-3.6%	u
COc1ccc(CC(=O)Nc2sc3c(c2C(=O)Nc2cccc(C)c2)CCCCC3)cc1	u	-8.7%[10.9 µM]	-26.8%	10µM*
Cc1ccc(CNC(=O)c2c(-c3ccccc3Cl)noc2C)o1	0.8%	-4.1%[10.9 µM]	1.5%	-1.1%
CCCS(=O)(=O)N1CCCC(C(=O)NCc2ccco2)C1 (configuration not stated)	-1.3%	0.1%	-1.3%	-0.7%
CCOC(=O)c1c(C)c(-c2ccccc2)n(CC(=O)Nc2cccc(F)c2)c1C	u	-5.4%[10.9 µM]	2.7%	-17.6%
CCOC(=O)CSc1nnc(CSc2nc3sc4c(c3c(=O)[nH]2)CCC4)n1C	4.8%	-9.8%	-5.2%	7.0%
COc1cc2c(cc1NCc1ccc3c(c1)OCO3)oc1ccccc12	x	x	9.7%	3.0%
CC(C)CCN1CC(C(=O)NC(C)C)CC1=O (configuration not stated)	17.3%	-11.5%	0.5%	0.8%
Cc1nn2c(-c3ccccc3)nnc2c2ccccc12	1.7%	-49.7%[inhibitor]	-13.2%	-7.9%
CC1=C(C(=O)OCC2CCCO2)C(c2ccccc2Cl)NC(=O)N1 (configuration not stated)	x	x	9.8%	10.4%
CN(C)CCn1c(CO)nc2c1c(=O)n(C)c(=O)n2C	-0.3%[11.4 µM]	-10.6%[10.9 µM]	7.8%[9.22 µM]	-0.2%[9.22 µM]
N#CCCCN1C(=O)C(O)(CC(=O)c2ccc3c(c2)OCCO3)c2ccccc21 (configuration not stated)	-1.0%	-2.6%	-8.0%	-10.4%
COC(=O)C1=CN(C(C)C)C=C(C(=O)OC)C1c1cccc(OC)c1	1.0%	-11.2%	-1.9%	0.8%
CCOC(=O)N1CC=C2C(C#N)=C(N)C(C#N)(C#N)[C@H](c3ccc(OCC)c(OCC)c3)[C@H]2C1	2.4%	-16.0%	5.8%	3.9%
Cc1ccc(NC(=O)Cn2c(=O)c3ccc(Cl)cc3n3nncc23)cc1	2.7%	-1.5%[10.9 µM]	-6.9%	7.1%
Cc1cc(Oc2ccccc2)nc(SCC(N)=O)n1	0.0%	-5.2%	-1.0%	6.5%
CC(C)c1ccc(NC(=O)C(Cc2ccccc2)NS(=O)(=O)c2ccc3c(c2)CCC(=O)N3)cc1 (configuration not stated)	u	-4.2%[10.9 µM]	8.8%	23.2%
